CYP2C19 activ: activators of human cytochrome P450 2C19; P33261; recombinant CYP2C19, luciferin-H EGE luminescence; active compounds read high; 0 = fully inhibited enzyme, 1 = untreated enzyme; activation factor at 5 µM; 96,000 tested, under 10 active; AID 1025;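 active = activation factor of at least 2 at 5 µM in the primary screen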;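 also: 0 = wells with 2.5 mM tranylcypromine and 1 = vehicle-only wells; values of inactives mirror those of a sister screen read the other way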
Target sequence (P33261 whole entry, looked up): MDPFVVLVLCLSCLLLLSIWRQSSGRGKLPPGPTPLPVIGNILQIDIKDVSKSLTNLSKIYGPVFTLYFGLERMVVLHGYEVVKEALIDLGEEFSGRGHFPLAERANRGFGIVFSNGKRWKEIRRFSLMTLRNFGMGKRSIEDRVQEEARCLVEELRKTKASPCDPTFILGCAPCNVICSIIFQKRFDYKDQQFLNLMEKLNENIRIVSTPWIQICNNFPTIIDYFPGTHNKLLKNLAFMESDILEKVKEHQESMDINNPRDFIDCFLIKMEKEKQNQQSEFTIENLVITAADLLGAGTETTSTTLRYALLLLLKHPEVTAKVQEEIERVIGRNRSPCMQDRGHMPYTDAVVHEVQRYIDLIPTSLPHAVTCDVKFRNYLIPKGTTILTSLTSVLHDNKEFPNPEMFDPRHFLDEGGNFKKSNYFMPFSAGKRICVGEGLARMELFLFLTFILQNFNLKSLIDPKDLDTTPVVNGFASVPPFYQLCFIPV
DAT uptake mod: human DAT dopamine uptake with cocaine, either direction | Q01959 | LLC-PK1 hDAT cells, [14C]-dopamine uptake with cocaine IC80; actives deviate in either direction | B-score at 10 µM | 110,000 compounds, 1.3% hits;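 active = Z score or B-score, a plate-position-corrected score, falls beyond the plate's 99.7% confidence bounds, in either direction; inactive = both scores lie inside the 99.7% bounds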;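 also: scored against the spread of the other compound wells on the same plate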
CYP2C19 inhib: blocks human cytochrome P450 2C19; P33261; 96,000 compounds, 21% hits; inhibition, % at 5 µM; CYP2C19 Supersomes, luciferin-H EGE luminescence, 30 min; AID 778;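 active = CYP2C19 inhibition above a set limit at 5 µM in the primary screen, cut at about 50% in these data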;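 also: plate controls were negative control wells for no effect and 2.5 mM tranylcypromine positive control for full effect; values of inactives mirror those of a sister screen read the other way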
CYP2C9 inhib: inhibitors of human CYP2C9; inhibition, % at 5 µM; CYP2C9 Supersomes, luciferin-H conversion, luminescence; P11712; 96,000 compounds, 20% hits;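 active = blocking of liver enzyme CYP2C9 beyond about 50% at 5 µM, limit read from the data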; also: values of inactives mirror those of a sister screen read the other way
Target sequence (P11712 whole entry, looked up): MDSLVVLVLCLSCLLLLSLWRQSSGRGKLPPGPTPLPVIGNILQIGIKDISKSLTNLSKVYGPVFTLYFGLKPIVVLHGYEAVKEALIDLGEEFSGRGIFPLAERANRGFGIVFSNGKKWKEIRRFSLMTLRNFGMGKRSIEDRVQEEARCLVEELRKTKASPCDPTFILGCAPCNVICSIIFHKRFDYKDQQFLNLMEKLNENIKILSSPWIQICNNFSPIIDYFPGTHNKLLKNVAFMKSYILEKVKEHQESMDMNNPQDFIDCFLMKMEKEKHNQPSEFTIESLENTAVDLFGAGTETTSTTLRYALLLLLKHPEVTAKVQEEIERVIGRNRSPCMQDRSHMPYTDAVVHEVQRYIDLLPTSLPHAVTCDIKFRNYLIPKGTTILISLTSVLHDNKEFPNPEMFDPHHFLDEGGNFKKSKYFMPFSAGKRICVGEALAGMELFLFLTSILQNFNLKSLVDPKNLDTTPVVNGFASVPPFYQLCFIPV
HUVEC tox TNFa: toxic to HUVEC cells under TNF alpha stimulation. AID 848. cell count reduction, % at 2 µM. HUVEC TNFalpha-stimulated, Hoechst cell count, imaging. 93,000 compounds, 0.17% hits;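 active = cell count reduction exceeding the screen mean by over 5 SD, scaled to untreated wells per plate, cut at about 78% in these data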;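 also: cells counted after 24 h of TNF alpha exposure following the 1 h pretreatment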
VCAM1 TNFa inh: reduces TNF alpha induced VCAM1 expression in HUVEC; inhibition, % at 2 µM; 95,000 compounds, 0.48% hits; HUVEC TNFa-induced VCAM-1 immunofluorescence, high-content imaging;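 active = inhibition above the batch mean plus 3 SD, with images confirmed as a hit by eye, cut at about 37% in these data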;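 also: 0% = TNF-stimulated DMSO wells and 100% = unstimulated control wells; not every result past the cut was called active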
Candida biofilm: kills Candida albicans biofilms. inhibition, % at 6 µM. 85,000 compounds, 0.14% hits. AID 834. C. albicans biofilm + clotrimazole, Alamar Blue;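 active = inhibition above 20%; inactive = inhibition below 20%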;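 also: preformed 24 hr biofilms exposed to compound for 48 hr; 0% = biofilm without compound and 100% = blank killed by clotrimazole plus chlorhexidine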
HUVEC tox IL1B: toxic to HUVEC cells under IL-1B stimulation | HUVEC cell count loss, Hoechst imaging, IL-1B stimulated | cell count reduction, % at 2 µM | 94,000 compounds, 0.41% hits | AID 845;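 active = cell count reduction more than 3 SD above the screen-wide mean, cut at about 70% in these data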;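 also: normalized per plate to untreated control cells as the no-loss baseline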
CYP2C9 act: increases human cytochrome P450 2C9 activity; P11712; recombinant CYP2C9, luciferin-H conversion, luminescence; active compounds read high; factor 1 = untreated enzyme, 0 = blocked; activation factor at 5 µM; 96,000 compounds, 1.4% hits; AID 1024;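 active = activation factor of 2 or more for CYP2C9 at a 5 µM dose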;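 also: 0 = sulfaphenazole-blocked wells and 1 = vehicle-only wells; values of inactives mirror those of a sister screen read the other way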
* marks the source's active call; other numbers are inactive results; · = not tested or not shown.

No.	smiles	CYP2C19 activ	DAT uptake mod	CYP2C19 inhib	CYP2C9 inhib	HUVEC tox TNFa
1	CCN(CC)S(=O)(=O)c1ccc(NC(=O)c2c(-c3ccccc3)noc2C)cc1	0.4	0.857	64.7*	45.9	·
2	O=C(O)COc1ccc(/C=N/NC(=O)C2CCCN2S(=O)(=O)c2ccc(Cl)cc2)cc1 (stereo unspecified)	0.8	-0.437	15.6	9.0	-9.3
3	CCCn1c(SCC(=O)c2cc(C)ccc2C)n[nH]c1=O	0.9	1.16	9.5	12.6	-12.9
4	CCOC(=O)C1CCCN(C(=O)C2c3ccccc3Oc3ccccc32)C1 (stereo unspecified)	0	-0.205	97.1*	63.6*	-25.9
5	O=C(Nc1ccc(N2CCOCC2)cc1)c1ccc(S(=O)(=O)N2CCCCC2)cc1	1	·	3.5	6.4	-24.2
6	O=C(N/N=C/c1ccco1)c1cc(-c2ccc3ccccc3c2)n[nH]1	0.7	·	28.8	29.9	-22.5
7	CCOC(=O)C1CCCN(c2nnnn2-c2ccccc2)C1 (stereo unspecified)	0.2	0.317	81.4*	38.9	·
8	C=CCSc1nnc(NC(=O)c2ccc(Cl)nc2)s1	0.7	-1.83	26.2	42.0	7.8

No.	VCAM1 TNFa inh	Candida biofilm	HUVEC tox IL1B	CYP2C9 act
1	·	3.9	·	0.5
2	-14.6	·	-21.1	0.9
3	4.3	5.7	-10.1	0.9
4	-6.5	5.9	-10.6	0.4
5	1.9	9.8	3.7	0.9
6	6.7	-0.2	1.1	0.7
7	·	9.0	·	0.6
8	-24.1	·	33.1	0.6

More entries
No.	smiles	CYP2C19 activ	DAT uptake mod	CYP2C19 inhib	CYP2C9 inhib	HUVEC tox TNFa
9	COC(=O)c1cc2ccsc2n1CC(=O)NCC1CCCO1 (stereo unspecified)	0.6	-0.535	35.6	7.5	-25.2
10	CCCN1Cc2cccc(C(=O)NC3CCCC3)c2C1=O	0.8	0.878	16.3	36.6	-15.7
11	CCCCCCCC1CC(CSc2ncn[nH]2)OC1=O (stereo unspecified)	·	2.03	·	·	-0.5
12	CCC(c1c(C)[nH]oc1=O)c1c(C)[nH]oc1=O	1	-1.38	-0.5	9.5	5.6
13	COc1ccc2oc(=O)c(-c3nc4ccccc4o3)cc2c1	·	0.404	·	·	-46.5
14	Cc1nc2sc3c(c2c(=O)o1)CCC3	0.8	0.309	15.0	8.5	-5.7
15	COc1cccc(C2CC(c3ccccc3Cl)n3nc(N)nc3N2)c1 (stereo unspecified)	0.2	0.457	84.6*	17.2	-7.5
16	CNC(=O)c1cc2c(=O)n3cc(C)ccc3nc2n(Cc2ccco2)c1=N	1	·	2.9	11.1	·

No.	VCAM1 TNFa inh	Candida biofilm	HUVEC tox IL1B	CYP2C9 act
9	3.2	5.3	-10.5	0.9
10	-12.8	2.2	14.7	0.6
11	-88.9	7.1	10.9	·
12	7.9	5.6	20.0	0.9
13	-11.6	10.5	-7.2	·
14	4.4	9.4	3.2	0.9
15	-2.7	7.6	14.6	0.8
16	·	9.5	·	0.9

More compounds:
No.	smiles	CYP2C19 activ	DAT uptake mod	CYP2C19 inhib	CYP2C9 inhib	HUVEC tox TNFa
17	CC(=O)Nc1cccc(C(=O)Nc2ccccc2C(=O)O)c1	1.2	0.638	-16.7	48.8	-16.1
18	CN(C)C(CNC(=O)c1cccc(S(=O)(=O)N2CC3(C)CC2CC(C)(C)C3)c1)c1ccco1 (stereo unspecified)	0.3	0.535	74.9*	72.8*	·
19	CCc1ccc(NC(=O)CCS(=O)(=O)c2cccc3nsnc23)cc1	0.1	0.716	87.3*	84.7*	-12.6
20	Cc1ccc(OCC(=O)N2CCCc3ccccc32)cc1	·	1.77	·	·	-14.0
21	Cc1ccccc1CNC(=O)c1ccccc1N	0.8	0.276	19.7	-18.2	-28.5
22	Cc1ccc(S(=O)(=O)N(C)CC(=O)N2CCCc3ccccc32)cc1	0.7	0.68	29.5	-172.4	-1.9
23	CC1(C)Cc2nc3sc4c(=O)n(CC(N)=O)cnc4c3cc2CO1	1.2	·	-15.3	-6.8	-0.3
24	Cc1ccc(C(C)C)c(OCCCN2CC(C)OC(C)C2)c1 (stereo unspecified)	0.2	-0.775	75.8*	-17.0	-7.3

No.	VCAM1 TNFa inh	Candida biofilm	HUVEC tox IL1B	CYP2C9 act
17	-2.8	9.7	-58.3	0.5
18	·	-4.2	·	0.3
19	1.6	-3.6	-29.6	0.2
20	32.0	-2.7	-35.5	·
21	15.8	7.3	-32.1	1.2
22	-19.2	6.0	-128.2	2.7*
23	-3.8	·	11.9	1.1
24	5.4	11.5	2.3	1.2

(cont.)
No.	smiles	CYP2C19 activ	DAT uptake mod	CYP2C19 inhib	CYP2C9 inhib	HUVEC tox TNFa
25	Cc1ccccc1CS(=O)(=O)CCC(=O)NCCN1CCN(c2cccc(Cl)c2)CC1	0.8	·	21.3	24.8	-28.1
26	C#CCSc1nc(-c2cccs2)ccc1C#N	1	-0.682	2.5	18.3	-8.7
27	N#Cc1nc(COc2ccc(F)cc2)oc1NCCCn1ccnc1	0	-1.13	96.5*	87.5*	-2.4
28	OCCOc1nnnn1-c1ccccc1	1	0.122	-3.3	10.3	-8.7
29	COc1cc(C(=O)Nc2nc(-c3cccs3)cs2)cc(OC)c1OC	1	-0.029	4.1	-25.6	12.5
30	N#CCSc1nc2ccccc2c(=O)n1CCC(=O)NCCc1ccccc1	0.9	0.235	14.2	8.9	-18.2
31	CCOc1cc(-c2cn(S(=O)(=O)c3cccc4nsnc34)nc2N)cc(OCC)c1OCC	1	2.18	-2.8	35.9	4.1
32	Cc1ccc(C)c(Cn2nnc3c(=O)[nH]c(C4CCN(C(=O)c5cccs5)CC4)nc32)c1	0.5	1.26	51.0*	87.6*	-0.4

No.	VCAM1 TNFa inh	Candida biofilm	HUVEC tox IL1B	CYP2C9 act
25	13.8	·	-51.4	0.8
26	16.5	4.2	20.0	0.8
27	14.0	-1.9	38.1	0.1
28	-4.5	1.8	-14.8	0.9
29	9.1	7.7	·	1.3
30	-1.9	0.9	-8.6	0.9
31	-2.0	-4.5	-11.6	0.6
32	3.5	13.4	34.9	0.1

(next part)
No.	smiles	CYP2C19 activ	DAT uptake mod	CYP2C19 inhib	CYP2C9 inhib	HUVEC tox TNFa
33	O=C(COc1ccccc1)NNc1c2ccccc2nc2ccccc12	0.8	0.402	15.4	-221.9	-14.8
34	COc1ccc(C2CC(=O)N3CN(Cc4ccco4)CSC3=C2C#N)cc1 (stereo unspecified)	0.9	-0.203	8.8	20.4	-10.8
35	COc1cc(-c2nnc(SCC(=O)c3ccc(C)cc3)o2)cc(OC)c1OC	0.5	-0.0274	48.5	-4.1	-8.3
36	O=C(NCc1ccco1)c1ccc2c(c1)N(Cc1ccccc1)C(=O)CS2	0.7	2.1	34.8	78.2*	9.5
37	CCc1cccc2c(SC(C)C(=O)NCC3CCCO3)nc(-c3ccccc3)nc12 (stereo unspecified)	0.6	-0.851	35.7	60.8*	-0.8
38	Cc1noc(C)c1CSc1nnc2ccc3ccccc3n12	0.8	-0.00885	23.4	4.4	6.4
39	COc1ccc(S(=O)(=O)N(C)CC(=O)NCc2cccnc2)cc1Cl	0.5	0.0723	53.9*	-65.2	-15.3
40	CCCCC1CC(/C(C)=N/NC(N)=O)OC1=O (stereo unspecified)	1	0.207	-1.5	0.8	8.4

No.	VCAM1 TNFa inh	Candida biofilm	HUVEC tox IL1B	CYP2C9 act
33	3.1	·	1.0	3.2*
34	17.6	9.5	6.3	0.8
35	-8.4	7.2	24.9	1
36	-16.0	4.8	·	0.2
37	9.6	·	-13.2	0.4
38	1.6	·	-11.5	1
39	0.7	4.3	-2.9	1.7
40	-4.7	9.5	0.0	1

(more compounds)
No.	smiles	CYP2C19 activ	DAT uptake mod	CYP2C19 inhib	CYP2C9 inhib	HUVEC tox TNFa
41	COC(=O)c1ccc(COc2ccccc2/C=N/NS(=O)(=O)c2ccccc2)cc1	0.9	0.973	7.2	23.1	7.5
42	CC1Cc2ccccc2N1CC(=O)NC(=O)NCc1ccco1 (stereo unspecified)	0.2	0.782	83.2*	55.2*	8.4
43	CCC(Sc1nc(N)c(NC(=O)c2ccc(OC)c(OC)c2)c(=O)[nH]1)C(=O)OC (stereo unspecified)	1.1	-0.00405	-14.1	-10.4	7.0
44	C=CCN1C(=O)C(CC(=O)O)SC1=Nc1c(C)n(C)n(-c2ccccc2)c1=O (stereo unspecified)	0.9	-0.304	11.9	-11.0	5.2
45	COc1ccc(OC)c(C(c2nnnn2C2CCCC2)N2CCN(c3ccccc3)CC2)c1 (stereo unspecified)	0.1	0.587	89.5*	81.7*	·
46	Cc1c(Cl)cccc1N(CC(=O)N1CCCCCC1)S(C)(=O)=O	0.6	0.415	38.4	-8.2	·
47	Cc1cccn2c(=O)c3cc(C(=O)NCc4cccnc4)c(=N)n(C(C)C)c3nc12	0.9	1.4	7.8	-0.3	-3.8
48	CCn1c(SCC(=O)NCc2cccs2)nnc1-c1ccncc1	0.6	-1.57	43.7	17.5	-52.2

No.	VCAM1 TNFa inh	Candida biofilm	HUVEC tox IL1B	CYP2C9 act
41	-16.8	·	-17.7	0.8
42	24.8	4.4	-29.6	0.4
43	-20.3	1.2	18.5	1.1
44	-3.0	-3.9	-5.6	1.1
45	·	4.4	·	0.2
46	·	-3.0	·	1.1
47	-19.1	5.1	17.0	1
48	3.3	-1.6	2.3	0.8

Arranged by the number under CYP2C9 act (descending): three of the compounds above.
| item | SMILES | CYP2C19 activ | DAT uptake mod | CYP2C19 inhib | CYP2C9 inhib | VCAM1 TNFa inh | CYP2C9 act |
| --- | --- | --- | --- | --- | --- | --- | --- |
| 44 | C=CCN1C(=O)C(CC(=O)O)SC1=Nc1c(C)n(C)n(-c2ccccc2)c1=O (stereo unspecified) | 0.9 | -0.304 | 11.9 | -11.0 | -3.0 | 1.1 |
| 47 | Cc1cccn2c(=O)c3cc(C(=O)NCc4cccnc4)c(=N)n(C(C)C)c3nc12 | 0.9 | 1.4 | 7.8 | -0.3 | -19.1 | 1 |
| 48 | CCn1c(SCC(=O)NCc2cccs2)nnc1-c1ccncc1 | 0.6 | -1.57 | 43.7 | 17.5 | 3.3 | 0.8 |

Additional records.
No.	smiles	CYP2C19 activ	DAT uptake mod	CYP2C19 inhib	CYP2C9 inhib	HUVEC tox TNFa
49	C=CCn1c(CCNC(=O)c2ccc(Cl)c(Cl)c2)nnc1SCCOc1ccc(OC)cc1	0.6	-1.37	42.8	60.1*	1.7
50	Cn1nc(C(F)(F)F)c(/C=N/OC(=O)c2ccccc2Cl)c1SCc1ccccc1Cl	0.3	0.0177	68.4*	93.3*	37.1
51	COc1ccc2[nH]c3c(=O)n(Cc4ccco4)cnc3c2c1	0.8	0.731	21.8	26.0	-12.7
52	COc1ccc(N/C=C\C(=O)c2ccc3c(c2)OCO3)cc1	0.7	0.0796	26.6	-19.3	-16.0
53	CCOC(=O)C1CCN(C(=O)CSC2=NCCS2)CC1	0.4	0.385	59.4*	9.1	·
54	COc1cc(NS(=O)(=O)c2cc(C)ccc2OC)c(OC)cc1Cl	0.3	-0.0633	67.2*	28.2	7.0
55	O=S(=O)(c1ccc2c(c1)OCCO2)N1CCC(c2nc3ccccc3[nH]2)CC1	0.4	0.643	63.2*	-56.9	-26.4
56	COc1ccccc1N1CCN(CC(=O)Nc2ccc(CN3CCCCC3)cc2)CC1	1.1	0.198	-9.2	-4.6	-23.5

No.	VCAM1 TNFa inh	Candida biofilm	HUVEC tox IL1B	CYP2C9 act
49	31.4	·	-15.0	0.4
50	0.8	·	1.3	0.1
51	-0.8	7.2	-15.7	0.7
52	5.3	3.4	15.3	1.2
53	·	8.5	·	0.9
54	-15.3	-6.2	-3.1	0.7
55	1.5	6.0	4.3	1.6
56	-14.6	1.2	-13.7	1
